# DT40 TDP1 no CPT: qHTS for Inhibitors of human tyrosyl-DNA phosphodiesterase 1 (TDP1): qHTS in cells in absence of CPT; DT40 Tdp1-/- hTDP1 cells, no CPT, ATP luminescence, 48 h; Potency, µM (series often up to 46.2 µM), without a hit: at the highest dose activity change, negative = growth inhibition, usual class: inhibitors; 15% of 420,000 active; further: nearly all actives have a fitted effect of over 55% in size
#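 Growth kinetics read by CellTiter-Glo luminescence after ≥48 hr at 37 °C. Cells: DT40 Tdp1-/- stably carrying human TDP1, 400 per well, compound exposure in the absence of CPT (DMSO vehicle).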
# TDP1 block: TDP1 (human) enzyme inhibition. Q9NUW8. recombinant TDP1, AlphaScreen DNA substrate cleavage. Potency, µM (titrated, usually from 130 µM), for inactives: at the top dose activity change, negative = inhibition, usual class: inhibitors. 0.28% of 350,000 active. AID 485290; further: nearly all actives have a fitted effect of over 40% in size
#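 Recombinant E. coli-expressed Tdp1 (1 nM) preincubated with compound 15 min at RT, then 5'-biotin/3'-phosphotyrosine-FITC DNA substrate (15 nM) added for 5 min. AlphaScreen beads (10 ug/ml) added, 10 min RT; tyrosine-FITC cleavage read as signal loss.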
# KAT2A inh: inhibitors of human GCN5L2 histone acetyltransferase. GCN5L2 HAT assay, ThioGlo1 CoA-SH fluorescence. 0.21% of 390,000 active. AID 504327. Q92830. Potency, µM (series often up to 58.9 µM), for the others: at the top dose activity change, negative = inhibition, actives largely listed as inhibitors
# Target sequence (Q92830 whole entry, looked up): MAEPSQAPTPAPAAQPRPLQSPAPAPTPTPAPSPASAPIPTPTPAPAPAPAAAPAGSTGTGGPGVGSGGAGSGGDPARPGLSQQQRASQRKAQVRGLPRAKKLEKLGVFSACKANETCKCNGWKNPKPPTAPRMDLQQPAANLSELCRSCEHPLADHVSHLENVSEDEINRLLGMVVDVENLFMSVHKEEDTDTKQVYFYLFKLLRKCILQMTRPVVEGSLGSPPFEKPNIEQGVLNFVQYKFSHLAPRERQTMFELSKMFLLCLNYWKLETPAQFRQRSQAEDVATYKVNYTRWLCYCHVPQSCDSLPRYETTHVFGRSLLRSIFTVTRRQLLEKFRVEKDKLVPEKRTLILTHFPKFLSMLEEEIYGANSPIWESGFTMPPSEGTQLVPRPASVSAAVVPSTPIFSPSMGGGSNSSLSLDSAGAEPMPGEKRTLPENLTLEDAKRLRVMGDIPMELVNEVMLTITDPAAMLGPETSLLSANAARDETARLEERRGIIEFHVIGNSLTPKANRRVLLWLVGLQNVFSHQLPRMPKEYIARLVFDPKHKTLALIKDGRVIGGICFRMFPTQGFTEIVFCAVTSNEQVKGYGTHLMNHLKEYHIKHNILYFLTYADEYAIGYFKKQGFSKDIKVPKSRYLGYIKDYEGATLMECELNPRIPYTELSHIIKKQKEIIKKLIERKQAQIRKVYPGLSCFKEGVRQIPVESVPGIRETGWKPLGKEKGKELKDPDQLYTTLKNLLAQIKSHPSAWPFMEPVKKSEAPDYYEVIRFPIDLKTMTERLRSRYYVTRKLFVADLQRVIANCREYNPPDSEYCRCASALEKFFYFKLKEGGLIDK
#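 Compounds, pin-transferred from DMSO stocks, meet 20nM GCN5L2 for 15 min before the reaction begins with H3(1-25) peptide (75uM) and acetyl-CoA (70uM). Thiol-reactive ThioGlo1 reports CoA release over 20 min at room temperature.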
# * hit, by the source's call; ? = inconclusive; · = not tested or not shown; & = joins results of further samples; [ ] = dose if it differs, or a comment. The call rests on the fitted dose curve; in most records, active means well fitted curve in the direction sought with a large enough effect; inconclusive means small, poorly fitted or top-dose-only effect, or another doubt; inactive means no such curve, though single readings can be large; an effect the other way counts as inactive or inconclusive. On the % scale 0 is the no-effect control and ±100 the full control effect; potency means the concentration at half of the fitted maximal effect.
Compound	DT40 TDP1 no CPT	KAT2A inh	TDP1 block
Cc1ccc(CNC(=O)C2CCC(=O)N(CCCN3CCOCC3)C2)cc1 (stereo unspecified)	2%	0%	6%
CC(=O)Nc1ccc(NC(=S)Nc2ccc(Br)cc2)cc1	3%	0%	4%
O=C(C1=C(O)C(=O)N(CC2CCCO2)C1c1cccc(O)c1)c1ccco1 (stereo unspecified)	3%	-9%	·
COc1cc(C(=O)NCCOc2ccc(F)cc2)c(Br)c(OC)c1OC	-16%	0%	5%
Cc1cccc(OCCOc2ccc(/C=N/NC(=O)Cc3nnc(N)s3)cc2)c1	·	10%	-1%
CC1(C)CC(=O)c2c(Cc3ccccc3)n[nH]c2C1	-6%	0%	2%
CCN(CC)C(=O)c1cn(-c2ccccc2)nc1-c1ccc2c(c1)OCCO2	?	-1%	0%
C=C(C)[C@@H]1CCC2(C(=O)O)CC[C@]3(C)[C@H](CC[C@@H]4[C@@]5(C)CCC(=O)C(C)(C)[C@@H]5CC[C@]43C)[C@@H]12 (stereo partly specified)	3.7µM*	-4%	3%
Cc1ccc2nc(SCc3nc(-c4ccccc4C)no3)[nH]c2c1	13µM*	-14%	-2%
O=S(=O)(NC1CCCCC1N1CCOCC1)c1ccc(Cl)cc1 (stereo unspecified)	-28%	0%	0%
Cn1c(=O)c2c(nc(N3CCN(c4ccccc4)CC3)n2CCCc2ccccc2)n(C)c1=O	6.5µM*	-4%	6%
COc1ccc(-c2ccc3c(c2)S(=O)(=O)c2cccc(C(=O)N4CCN(c5c(Cl)cncc5Cl)CC4)c2C3=O)cc1OC	5.2µM*	-7%	1%
O=C(c1ccc2c(c1)OCO2)N1CCN(S(=O)(=O)c2ccccc2)CC1	-10%	-10%	3%
Fc1cccc(Cl)c1CSc1ccc2nnc(-c3ccccn3)n2n1	?	-5%	3%
COc1ccc(O[C@H]2C=C[C@@H](c3ccccc3)O[C@@H]2COC(=O)CC/C(C)=N/O[C@@H](C)c2cn([C@H](CO)Cc3ccccc3)nn2)cc1	·	-12%	5%
CC(C)[C@H](NS(=O)(=O)c1ccccc1)C(=O)OCC(=O)Nc1ccccc1Sc1ccccc1	?	-12%	1%
Cc1ccccc1Nc1nc(-c2sc(NC(=O)c3ccccc3)nc2C)cs1	·	-7%	6%
COc1ccc(S(=O)(=O)n2ccc(-c3cnc(-c4ccccc4)s3)n2)cc1	?	-15%	-2%
O=C(NCC(c1ccc(F)cc1)N1CCOCC1)c1ccc(-c2ccccc2)cc1 (stereo unspecified)	?	3%	0%
Cc1cc(=O)oc2cc(OCC(=O)OCC(=O)N(CCC#N)c3ccccc3)ccc12	-7%	-8%	-1%
Cc1cc(C)c2c(=O)cc(CSCC(=O)Nc3ccccc3Cl)[nH]c2c1	-16%	-4%	3%
O=C(CSc1ccc(-c2ccccc2)nn1)N1CCCCC1	-1%	-7%	0%
COC(=O)C(Cc1ccccc1)NC(=O)CCC(=O)NC(C)CCc1ccccc1 (stereo unspecified)	-28%	-1%	·
O=C(CN1C(=O)COc2ccc(Cl)cc21)Nc1ccc(N2CCOCC2)cc1	?	?	6%
Cc1cc(NC(=O)CCC(=O)N(CC(C)C)C(C(=O)NC(C)(C)C)c2ccccc2Cl)no1 (stereo unspecified)	-16%	-1%	1%[0.0935 µM]
CCN(C(=O)CSc1nc(C)c(C)c(C)n1)C1CCS(=O)(=O)C1 (stereo unspecified)	3%	-8%	0%
CC1CCN(C(=O)/C(=C/c2ccccc2Cl)c2ccccc2)CC1	?	-8%	2%
O=C(NCc1nc2ccccc2[nH]1)C1=C[C@H](c2ccc3c(c2)OCO3)C[C@H](OCCCCO)O1	?	-6%	5%
CCOC(=O)c1ccc(NC(=O)C2C3CCC(C3)C2C(=O)O)cc1 (stereo unspecified)	-10%	-3%	5%
Cc1oc(C(=O)Nc2ccc(C(=O)O)cc2)cc1COc1ccccc1	-7%	1%	-4%

# Brought forward from above: 5 entries, then new ones.
Compound	DT40 TDP1 no CPT	KAT2A inh	TDP1 block
CCN(C(=O)CSc1nc(C)c(C)c(C)n1)C1CCS(=O)(=O)C1 (stereo unspecified)	3%	-8%	0%
CC1CCN(C(=O)/C(=C/c2ccccc2Cl)c2ccccc2)CC1	?	-8%	2%
O=C(NCc1nc2ccccc2[nH]1)C1=C[C@H](c2ccc3c(c2)OCO3)C[C@H](OCCCCO)O1	?	-6%	5%
CCOC(=O)c1ccc(NC(=O)C2C3CCC(C3)C2C(=O)O)cc1 (stereo unspecified)	-10%	-3%	5%
Cc1oc(C(=O)Nc2ccc(C(=O)O)cc2)cc1COc1ccccc1	-7%	1%	-4%
CCCCN(CC)CCOc1cccc2ccccc12	?	-7%	15%
Cc1nc2nc(C)c(NS(=O)(=O)c3ccc(C4CCCCC4)cc3)c(=O)n2[nH]1	-10%	1%	-17%
Nc1nc2ccc(-c3nc4ccccc4o3)cc2s1	?	-2%	3%
Clc1cccc(Oc2ncc(CN3CCOCC3)s2)c1	-27%	6%	-2%
CCN(CC(=O)NCc1cccs1)C(=O)c1ccc(NS(=O)(=O)c2cccc([N+](=O)[O-])c2)cc1	1%	2%	·
CCC(C)NC(=O)Cn1c(=O)n(-c2ccc(OC)c(OC)c2)c(=O)c2ccccc21 (stereo unspecified)	17%	-1%	5%
CN(C)c1ccc(/C=N/NC(=O)CCCCCNC(=O)c2ccccc2)cc1	-11%	-8%	8%
CCC(CC)C(=O)N1c2ccc(F)cc2CCC1C (stereo unspecified)	?	2%	2%
CSc1ccccc1C(=O)Nc1ccc2c(c1)OCO2	-3%	-1%	1%
Cc1cc(C)cc(NC(=O)Cn2cc(C(=O)C3CCCCC3)c3ccccc32)c1	23µM*	1%	-2%
CCCCNC(=O)C1CCN(S(=O)(=O)c2ccc3c(c2)CC(C)N3C(=O)C2CC2)CC1 (stereo unspecified)	?	-5%	·
O[C@@H](c1ccccc1)C1CCN(CCc2ccccc2)CC1	-23%	-11%	-3%[56.1 µM]
CCc1ccc(NC(=O)CSc2nnc(-c3cccs3)n2CC)cc1	-24%	-12%	1%
O=C(O)CSc1nnc(Cn2nnc3ccccc32)n1CCc1ccccc1	-12%	1%	1%
CC(=O)c1ccc(NC(=O)CSc2cn[nH]n2)cc1	-9%	1%	·
Cc1ccccc1-c1ccc2ncnc(NCc3cccs3)c2c1	?	?	·
O=[N+]([O-])c1ccc(N2CCOCC2)cc1NC(c1ccccc1)c1ccccc1	?	-7%	11%
CCCCN(C(=O)c1ccc(-c2ccc(Cl)cc2)o1)c1c(N)n(CCC)c(=O)[nH]c1=O	-7%	-3%	0%
COc1ccccc1N=Nc1ccc(N)c(C)c1	-27%	0%	·
CCOC(=O)NC(=O)/C(C#N)=C\Nc1ccc(Cl)cc1Cl	-10%	-4%	6%
CCN(CC1CCCO1)C(=O)c1cc(COc2ccccc2SC)on1 (stereo unspecified)	21µM*	-22%	1%
S=C1NC2(CCCC2)N=C1c1ccccc1	-2%	-8%	-5%
CCN(CC)CCNC(=O)CSc1nc2nc(C)c(Cc3ccccc3)c(C)n2n1	-8%	2%	3%
CSc1ccccc1NC(=O)CCn1c(=O)oc2ccccc21	15%	-4%	5%
CCCCn1c(N)c(N(CCOC)C(=O)COC(=O)COc2cccc(C(C)=O)c2)c(=O)[nH]c1=O	-4%	-1%	0%
CC(C)OCCCN1CN(S(=O)(=O)c2cccc(Cl)c2)c2nc3ccccc3nc21	?	-22%	5%
COc1cc([N+](=O)[O-])cc(/C=N/NC(=O)c2cc(-c3ccccc3)nc3ccccc23)c1O	23µM*	-21%	11%
C#CCNC(=O)C1=C[C@@H](c2ccc(C(F)(F)F)cc2)C[C@@H](OCCCCO)O1	?	-1%	0%
O=S(=O)(c1ccc2c(c1)OCCO2)N1CCCN(S(=O)(=O)c2c(F)cccc2F)CC1	·	-5%	2%&1%
C/C=C/C(O)c1ccc2ccccc2c1 (stereo unspecified)	·	-6%	1%

# Structural class, the compounds so far containing a furan ring, fused or not.
Compound	DT40 TDP1 no CPT	KAT2A inh	TDP1 block
O=C(C1=C(O)C(=O)N(CC2CCCO2)C1c1cccc(O)c1)c1ccco1 (stereo unspecified)	3%	-9%	·
Cc1oc(C(=O)Nc2ccc(C(=O)O)cc2)cc1COc1ccccc1	-7%	1%	-4%
CCCCN(C(=O)c1ccc(-c2ccc(Cl)cc2)o1)c1c(N)n(CCC)c(=O)[nH]c1=O	-7%	-3%	0%

# Retrieved by compound from the list above:
Compound	DT40 TDP1 no CPT	KAT2A inh	TDP1 block
C/C=C/C(O)c1ccc2ccccc2c1 (stereo unspecified)	·	-6%	1%
Cc1nc2nc(C)c(NS(=O)(=O)c3ccc(C4CCCCC4)cc3)c(=O)n2[nH]1	-10%	1%	-17%

# New compounds follow
Compound	DT40 TDP1 no CPT	KAT2A inh	TDP1 block
CC(=O)c1ccc(OCCOc2ccc(Cl)c3cccnc23)cc1	-7%	0%	-2%
Cc1ccc(-c2csc(=S)n2CC(=O)OCC(=O)NCc2ccc(F)cc2)cc1	·	-5%	2%
CCCC[C@@H]1CNCCN1CC1(c2ccccc2)CC1	12µM*	-4%	2%
CCOC(=O)c1ccc(N2C(=O)C3C(/C=C/c4ccccc4)OC4(C(=O)c5ccccc5C4=O)C3C2=O)cc1 (stereo unspecified)	?	-5%	8%
CCCCOc1ccc(N(CC(=O)NC(C)C)C(=O)CCC(=O)Nc2ccccn2)cc1	-35%	-4%	0%
COc1ccc(C)cc1N1C(=N)/C(=C2/Nc3ccccc3S2)C(c2ccccc2)C1=O (stereo unspecified)	3.7µM*	-6%	5%
O=C(CN1C(=O)/C(=C\c2cccc(Br)c2)Oc2ccccc21)NCC1CCCO1 (stereo unspecified)	?	-14%	-7%
Cc1ccc(Cc2c(C)nc3nc(SCC(=O)NCc4ccco4)nn3c2C)cc1	4.6µM*	-4%	-10%
CC(C(=O)N1CCCCCC1)c1ccc([N+](=O)[O-])cc1 (stereo unspecified)	?	-1%	·
Cc1ccc(C(C)C)c(OCCNS(C)(=O)=O)c1	-1%	·	3%
Cn1c(=O)oc2ccc(C(=O)CSc3nnnn3-c3ccccc3)cc21	-4%	-4%	2%
Cc1nc(-c2ccc(Cl)cc2)sc1CCNC(=O)c1ccc(C(F)(F)F)cc1	12µM*	-7%	5%
CCN(C[C@H]1N[C@@](Cc2ccccc2)(C(=O)OC)[C@H]2C(=O)N(C)C(=O)[C@@H]12)C(=O)c1ccc(F)cc1	-12%	0%	3%
Cn1c(=O)c2c(ncn2CC(=O)OCC(=O)c2ccc(Cl)cc2)n(C)c1=O	0%	-4%	2%
O=C(COc1ccc(Cl)cc1)NCCS(=O)(=O)N1CCN(c2ccc(F)cc2)CC1	?	-5%	2%
Cc1nc(-c2ccccc2)sc1C(=O)Nc1ccccc1F	-21%	1%	·
COc1ccc(C(=O)N(C)CC(=O)Nc2cccc(F)c2)cc1S(=O)(=O)NC1CCCC1	-26%	-19%	·
COc1ccc(NC(=S)NNc2ccc(C(=O)O)cc2)cc1	-12%	-5%	·
CCc1nnc(NC(=O)CSc2nnc(C(C)NC(=O)c3ccccc3)n2C)s1 (stereo unspecified)	-6%	2%	2%[0.0935 µM]
CC1(OC(=O)CCc2ccccc2)C(=O)C=C2C=C(c3ccc(C#N)cc3)N(C(CO)CO)C=C2C1=O (stereo unspecified)	0%	2%	3%[21 µM]
CC(/C=N/NC(=O)Cc1cccs1)=C\c1ccco1	?	-10%	3%
Cc1ccc(C(=O)ONc2ccc(N=O)cc2)cc1	4%	-17%	2%
CNCc1sccc1C	-17%	-9%	5%
Cc1ccc(NC(=S)Nc2ccc3cn[nH]c3c2)cc1	-14%	2%	1%
CCOC(=O)c1oc2nc3c(cc2c1N)COC(C)(C)C3	-8%	2%	1%
Oc1c(Cl)cc(Cl)cc1Sc1cc(Cl)cc(Cl)c1O	23µM*	?	3%
CCC(C(=O)Nc1ccc(C(=O)O)cc1NC(=O)C(CC)c1ccccc1)c1ccccc1 (stereo unspecified)	-8%	0%	·

# Compound activity deposited in PubChem by National Center for Advancing Translational Sciences (NCATS).

# These rows are one share of the data. The share of hits here may be higher or lower than overall.
